Source: PubChem BioAssay
MCL1-BIM inh = disrupts human MCL1 binding to BIM-BH3 peptide. Q07820. GST-MCL1 / FITC-Bim-BH3 fluorescence polarization. actives 0.68% (n = 320,000). inhibition, % at 10.9 µM. AID 2057;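 active = inhibition above the mean inhibition of all tested compounds plus 3 SD, set per campaign, cut at about 40% in these data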;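 also: 0% = DMSO wells and 100% = unlabeled Bim-BH3 peptide control; higher means more loss of mP so more displacement of Bim peptide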
PAFAH1B2 FP inh = PAFAH1B2 (human) inhibition. P68402. recombinant PAFAH1B2, FP-rhodamine activity probe, fluorescence polarization. inhibition, % at 3.39 µM. actives 1.2% (n = 340,000);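 active = inhibition above the mean of all tested compounds plus 3 SD, cut at about 24% in these data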;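 also: 0% = enzyme with DMSO and 100% = wells lacking PAFAH1B2; many of its hits are not listed in these tables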
Target sequence (P68402 whole entry, looked up): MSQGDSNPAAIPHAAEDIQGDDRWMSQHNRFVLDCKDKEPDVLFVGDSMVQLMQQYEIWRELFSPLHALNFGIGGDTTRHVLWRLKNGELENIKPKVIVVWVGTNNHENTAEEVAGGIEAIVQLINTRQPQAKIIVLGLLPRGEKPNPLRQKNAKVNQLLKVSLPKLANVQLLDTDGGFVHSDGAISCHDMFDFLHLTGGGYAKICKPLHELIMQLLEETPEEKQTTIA
pPAFAH inh = pPAFAH (human) enzyme inhibition | Q13093 | actives 1.5% (n = 330,000) | inhibition, % at 3.39 µM | recombinant pPAFAH, FP-rhodamine probe fluorescence polarization;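 active = inhibition above the mean inhibition across the screen plus 3 SD, cut at about 25% in these data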;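 also: inhibitors block binding of the rhodamine activity-based probe so polarization drops; 0% = enzyme with DMSO and 100% = wells lacking pPAFAH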
PME-1 inh = blocks human protein phosphatase methylesterase 1; inhibition, % at 5.9 µM; actives 0.53% (n = 320,000); recombinant PME-1, FP-Rh probe fluorescence polarization; Q9Y570; AID 2130;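 active = inhibition above the campaign mean of all compounds plus 3 SD, cut at about 26% in these data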;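 also: competitive labeling of PME-1 active site by serine hydrolase directed probe; 0% = PME-1 with DMSO and 100% = wells lacking PME-1 enzyme; inhibitors block probe labeling so polarization falls and inhibition rises; many of its hits are not listed in these tables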
Fam108B counter = blocks mouse Fam108B hydrolase in RBBP9 counter-screen; recombinant Fam108B, FP-Rh probe fluorescence polarization; AID 1947; inhibition, % at 9.51 µM; actives 0.33% (n = 300,000);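 active = inhibition above the screen mean inhibition plus 3 SD, computed separately per campaign, cut at about 18% in these data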;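 also: inhibitors lower polarization as less probe binds the enzyme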
AHR act = activates the human aryl hydrocarbon receptor. P35869. AHR-responsive luciferase reporter cells, luminescence. activation, % at 5 µM. actives 2.5% (n = 320,000). AID 2796; in the data active = activation above about 47%;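 also: 0% = vehicle wells and 100% = reference agonist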
MEX-5 binding = C. elegans MEX-5 TCR-2 RNA binding activity; actives 0.38% (n = 300,000); MEX-5/FITC-TCR2 RNA binding, fluorescence polarization; stronger effect = lower value; activity score (negative = inhibition of binding), % at 10 µM;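 active = inhibition past about -25% in most replicates, and total fluorescence under double the plate's negative control median, limit read from the data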;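 also: 0% = DMSO and -100% = 5 µM competing unlabeled TCR2 RNA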
Bcl-xL primary = inhibitors of human Bcl-xL; Q07817; GST-Bcl-xL / FITC-Bim BH3 peptide fluorescence polarization; inhibition, % at 10.9 µM; actives 0.7% (n = 320,000); AID 2129;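 active = inhibition above the mean of all tested compounds plus 3 SD, cutoff set per campaign, cut at about 30% in these data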;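 also: 0% = DMSO wells and 100% = unlabeled Bim-BH3 peptide competitor; inhibitors lower millipolarization by displacing the labeled peptide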
Target sequence (Q07817 whole entry, looked up): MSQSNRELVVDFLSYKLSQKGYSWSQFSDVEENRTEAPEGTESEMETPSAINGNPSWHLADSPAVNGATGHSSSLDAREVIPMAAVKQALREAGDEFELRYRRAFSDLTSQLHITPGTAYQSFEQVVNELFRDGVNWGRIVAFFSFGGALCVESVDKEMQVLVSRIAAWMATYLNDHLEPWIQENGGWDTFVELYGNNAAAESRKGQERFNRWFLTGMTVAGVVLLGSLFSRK
GLD-1 TGE inh = GLD-1-TGE RNA interaction inhibition (C. elegans); purified GLD-1 + fluorescein TGE RNA, fluorescence polarization; actives 0.44% (n = 320,000); Q17339; inhibition, % at 5.96 µM;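 active = percent inhibition above a per-plate cutoff, the plate mean of test compounds plus 3 SD, cut at about 30% in these data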;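 also: 0% = DMSO wells with GLD-1 and probe and 100% = wells lacking GLD-1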
Target sequence (Q17339 whole entry, looked up): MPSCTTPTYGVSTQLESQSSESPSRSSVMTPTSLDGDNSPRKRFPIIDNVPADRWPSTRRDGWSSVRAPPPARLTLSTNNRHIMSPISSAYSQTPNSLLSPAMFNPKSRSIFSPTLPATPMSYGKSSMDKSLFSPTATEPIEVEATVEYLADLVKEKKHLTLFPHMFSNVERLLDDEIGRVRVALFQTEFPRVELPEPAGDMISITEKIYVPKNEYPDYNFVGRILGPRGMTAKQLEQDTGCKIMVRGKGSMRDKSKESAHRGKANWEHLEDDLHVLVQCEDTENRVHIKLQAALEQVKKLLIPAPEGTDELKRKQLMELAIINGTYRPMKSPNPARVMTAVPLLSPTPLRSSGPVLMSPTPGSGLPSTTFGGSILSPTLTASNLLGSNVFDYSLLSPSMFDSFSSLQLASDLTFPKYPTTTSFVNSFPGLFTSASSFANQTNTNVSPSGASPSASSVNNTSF
The depositor's hits bear a star; x = no result given. A portion of the library; rates above refer to the full screens.

The line under a structure holds: MCL1-BIM inh, PAFAH1B2 FP inh, pPAFAH inh, PME-1 inh, Fam108B counter, AHR act, MEX-5 binding, Bcl-xL primary, GLD-1 TGE inh
1. O=C(CN1CCN(c2ccccc2O)CC1)NCCCc1ccccc1
    4, 2, 6, 1, -3, 1, -0.5, 3, 1
2. O=C(Nc1ccc(-c2nnn(CC(=O)N3CCN(C(=O)c4ccco4)CC3)n2)cc1)c1ccccc1F
    4, x, 1, 3, 0, -9, -6.9, 1, 4
3. CCc1cccc(NC(=O)C2CCN(S(=O)(=O)c3cccs3)CC2)c1
    6, 7, 1, 9, 1, 4, 0.2, 5, 11
4. COc1cc2c(cc1OC)C(C)N(S(=O)(=O)c1ccc(C)cc1)CC2 (configuration not stated)
    -1, 4, -8, 4, -2, 8, 0.5, 2, 0
5. COc1cc2c(cc1OC)C(c1ccc([N+](=O)[O-])cc1)NC(=O)C2 (configuration not stated)
    -9, 0, 1, 1, 3, -1, 1.2, 0, 0
6. Cc1ccccc1C(=O)Nc1ccc(N2CCCCCC2)cc1
    5, 4, 3, 3, 4, 3, 0.2, -2, -3
7. CC1CC(C)CN(CCCNC(=O)Cn2cccc2C(=O)c2ccccc2)C1 (configuration not stated)
    -13, 7, -7, -8, -5, 4, 1.5, -20, -8
8. COc1ccc(S(=O)(=O)N2CCCCCC2)cc1C(=O)N(C)Cc1ccc(OC)c(OC)c1OC
    -1, 3, 9, 6, -1, -2, -1.5, -1, -1
9. O=C(/C=C/c1ccco1)Nc1cccc(C(=O)Nc2ccccc2C(=O)O)c1
    35, -6, -15, -55, -31, 3, -11, 17, 3
10. O=C(Nc1ccc2oc(-c3ccncc3)nc2c1)c1ccc(F)cc1
    -5, 1, 7, -2, 0, -7, -0.6, -5, -1
11. O=C(CSc1nccc(=O)[nH]1)NC1CCCCCCC1
    x, 19, 1, x, x, -1, x, x, 6
12. O=C1C(=O)N(CCN2CCCCC2)c2ccccc21
    -1, 0, 1, -6, -1, 3, 0.2, 4, 3
13. COC(=O)NCC(C)OC(=O)Nc1cccc(Cl)c1 (configuration not stated)
    -1, 6, 0, 3, 5, 8, 2.4, 4, 1
14. O=S(=O)(c1ccccc1)N1N=C(c2ccccc2)CC1c1ccco1 (configuration not stated)
    -3, x, 0, 4, 6, 6, 9.1, 1, 2
15. COc1ccc(C2C=C(c3ccc(F)cc3)NC(=S)N2)cc1OC (configuration not stated)
    -19, 3, 0, 0, -2, 9, 1.9, -9, -3

Additional compounds
The line under a structure holds: MCL1-BIM inh, PAFAH1B2 FP inh, pPAFAH inh, PME-1 inh, Fam108B counter, AHR act, MEX-5 binding, Bcl-xL primary, GLD-1 TGE inh
16. CCN(CCCNC(=O)C1CCC(=O)N1Cc1ccccc1Cl)c1cccc(C)c1 (configuration not stated)
    5, 9, 7, 5, 3, -2, 1.3, 5, 0
17. COc1ccc(C(=O)COC(=O)c2ccc3ccccc3n2)cc1
    0, 4, 14, 2, 1, 2, 2.4, 5, 0
18. Cc1c(Nc2nc3ccccc3nc2NS(=O)(=O)c2cccc(Cl)c2)c(=O)n(-c2ccccc2)n1C
    10, 1, 4, -6, 1, 0, 2.7, 10, 6
19. CCOC(=O)N1CCN(Cc2cn[nH]c2-c2cc3ccccc3o2)CC1
    8, -2, 3, 1, 2, 4, -2.0, 1, -6
20. O=C(c1ccco1)c1cn[nH]c1-c1ccc(Cl)cc1O
    5, -5, 1, -6, -4, 21, -3.9, 3, 0
21. COc1ccc(-c2cc(-c3cc(OC)ccc3O)[nH]n2)cc1
    -1, 1, 7, 66*, 13, 159*, 3.6, 0, -2
22. COc1ccc(N2CCN(C(=O)NCc3ccc(OC)c(OC)c3)CC2)cc1
    -7, 1, -2, -3, -2, 2, 0.7, -3, 8
23. COc1cc(C(C(=O)NC(C)(C)C)N(Cc2ccc3c(c2)OCO3)C(=O)c2cnccn2)cc(OC)c1OC (configuration not stated)
    6, 4, 6, -1, -2, -1, 0.8, 4, -1
24. CCSc1nc(O)cc(=O)n1CC
    2, 4, -4, 6, -1, 0, 1.5, -2, 6
25. CCCCOc1ccc(/C(O)=C2/C(=O)C(=O)N(CCCOC)C2c2ccncc2)cc1 (configuration not stated)
    -2, 6, 6, -1, -1, 0, 0.8, 0, 6
26. Fc1ccc(C(Nc2ccccn2)c2c[nH]c3ccccc23)cc1 (configuration not stated)
    2, 9, 4, 0, 3, 8, 2.3, 8, -1
27. Cc1nnc2sc(SCc3ccccc3Cl)nn2c1=O
    0, -1, 6, 1, 1, 1, -3.6, -1, 4
28. CCOC(=O)c1ccc(N2C(=O)c3n[nH]c(C)c3C2c2ccc(OC)cc2)cc1 (configuration not stated)
    0, 1, -2, 2, -1, -1, -0.3, 6, 7
29. Cc1cc2c(cc1C)C(c1ccccc1F)CC(=O)N2 (configuration not stated)
    -5, 3, 5, -5, 0, 10, 1.3, -6, -2
30. CCOc1ccc(S(=O)(=O)N2CCOCC2)cc1NC(=O)CN1C(=O)NC2(CCCC2)C1=O
    -4, 2, 2, -5, 0, 2, -0.1, -1, 6

Going on with the list.
The line under a structure holds: MCL1-BIM inh, PAFAH1B2 FP inh, pPAFAH inh, PME-1 inh, Fam108B counter, AHR act, MEX-5 binding, Bcl-xL primary, GLD-1 TGE inh
31. Cc1cccc(C(=O)NCCC(=O)NCc2ccccc2Cl)c1
    -2, 5, -7, -8, x, 0, x, -2, -1
32. CN(Cc1nc2ccccc2c(=O)[nH]1)C(=O)COc1ccccc1Cc1ccccc1
    7, -1, -1, 1, x, 0, x, 1, 8
33. O=C(O)Cc1sc(-c2ccc(C(=O)O)cc2)nc1-c1ccccc1
    5, 2, -6, -8, -4, 33, -0.5, 2, -8
34. CCc1ccc(NC(=O)c2ccc(-n3cncn3)c([N+](=O)[O-])c2)cc1
    -25, 3, 3, 12, 3, -5, 0.5, -15, 3
35. CN1C(=O)c2ccccc2N(C)C1c1cccs1 (configuration not stated)
    -3, 6, 5, 7, 4, 0, -2.7, 6, 1
36. COc1nc(SCC(=O)Nc2ccccc2Cl)nc(N(C)C)n1
    2, 0, 1, -4, 2, 1, 1.2, 7, -1
37. N[C@@H](Cc1ccccc1)c1nnc(SC/C=C/c2ccccc2)o1
    5, 3, 3, -3, -3, 4, 3.6, 3, 2
38. O=C(c1cc(COc2ccc3ncccc3c2)on1)N1CCC[C@H]1CO
    6, 4, 3, 2, 4, 1, 1.2, 0, -1
39. FC(F)(F)c1ccc(CN2C[C@@H]3C(c4ccccc4)C4(c5cccnc5)CC3(C4)[C@H]2c2ccccc2)cc1 (some centres not stated)
    1, 8, 4, -2, 0, -2, 3.9, 4, 10
40. Cc1ccc(NC(=O)C2CCCN(C(=O)c3ccc(Cl)cc3)C2)cc1C (configuration not stated)
    -9, 0, 8, 6, -3, -1, -0.4, 2, 4
41. NS(=O)(=O)c1cccc(NC(=O)COC(=O)CCCc2c[nH]c3ccccc23)c1
    -2, 4, 10, 5, -3, 4, -0.5, -7, 3
42. CCCCCCC(=O)N1CCCC(c2nc(-c3cccc(OC)c3)no2)C1 (configuration not stated)
    2, -4, 5, 9, -3, 11, 1.0, 4, 5
43. CCOC(=O)N1CCN(C(=O)c2ccc(N(Cc3ccccc3Cl)S(C)(=O)=O)cc2)CC1
    1, 0, 3, -1, 0, 0, -0.6, 2, 0
44. O=c1cc(-c2ccc(O)c(-c3c(O)cc(O)c4c(=O)cc(-c5ccc(O)cc5)oc34)c2)oc2cc(O)cc(O)c12
    11, 36*, 62*, 5, 44*, 5, 0.9, 12, 6
45. CCOc1ccccc1CNC(=O)CCCc1cn(C)c2ccccc12
    -1, 2, 5, 13, -1, 30, 3.5, 1, 6

Continued:
The line under a structure holds: MCL1-BIM inh, PAFAH1B2 FP inh, pPAFAH inh, PME-1 inh, Fam108B counter, AHR act, MEX-5 binding, Bcl-xL primary, GLD-1 TGE inh
46. Cc1cc(C(=O)OCC(=O)N2C(C)CCCC2C)c(C)o1 (configuration not stated)
    -4, 11, 1, -3, 0, -2, 1.1, 2, 8
47. C[C@H]1C(=O)N(C)CCN1C(=O)c1ccccc1OC1CCN(S(C)(=O)=O)CC1
    -4, 5, -6, -2, -4, 1, 1.0, 0, 3
48. CCCCCCCC(=O)OCC(=O)[C@@]1(O)CC[C@H]2[C@@H]3CCC4=CC(=O)CC[C@]4(C)[C@H]3[C@@H](O)C[C@@]21C
    6, -5, -13, -25, -20, 11, 1.8, 4, 12
49. CCN(c1ccc(OC)cc1)S(=O)(=O)c1ccc2c(c1)NC(=O)CS2
    4, 9, 10, 5, 4, 2, 1.1, 6, 4
50. COCCN(Cc1ccccc1)C(=O)c1c(C)nn(-c2ccccc2)c1C
    3, 2, 2, -1, -3, 0, 3.4, 2, -4
51. Cc1ccc(C(=O)NC2CCCc3c2cnn3-c2ccc(F)cc2F)cn1 (configuration not stated)
    0, 5, -1, -8, -1, -12, -0.8, 2, 7
52. COc1ccc(Cc2c(O)nc[nH]c2=O)cc1
    2, 3, -5, -4, -5, 1, -3.3, 0, 4
53. NC(=O)CSc1nnc(-c2ccncc2)o1
    5, 3, 0, 3, -4, -2, 2.8, 3, 2
54. COC(=O)c1cc(=O)c2c([N+](=O)[O-])ccc(OC)c2o1
    8, 5, 1, -3, 3, -2, 1.2, 10, 3
55. Cc1cccc(C(=O)NC(=S)N(C)C2CCCCC2)c1
    13, 2, 2, -2, 5, 11, -0.8, 4, 1
56. Cc1ccccc1N1C(=O)C2C3C=CC(C2C1=O)N(C)C3=O (configuration not stated)
    5, 1, -2, 2, 2, 0, 1.2, 6, 6
57. Cc1ccc(Cn2cnc3sc4c(c3c2=O)CCC4)c(C)c1
    -2, 3, 1, 2, 3, 6, 2.7, -1, -3
58. COc1ccccc1CNC(=O)/C(C#N)=C/c1ccc(OC)c(OC)c1OC
    -8, 3, 2, -9, -2, 5, -0.2, -10, 5
59. O=C(CC1Nc2ccccc2NC1=O)NCCCN1CCCCCC1 (configuration not stated)
    9, 3, 2, -2, 3, 2, 1.7, 6, -11
60. O=C(COc1ccc(S(=O)(=O)NC2CCCCC2)cc1)NCc1cccnc1
    4, -6, 12, -5, 2, 1, -0.2, 2, -5

Just MCL1-BIM inh, AHR act and PME-1 inh, for some of the entries so far:
| cpd | compound | MCL1-BIM inh | AHR act | PME-1 inh |
| --- | --- | --- | --- | --- |
| 50 | COCCN(Cc1ccccc1)C(=O)c1c(C)nn(-c2ccccc2)c1C | 3 | 0 | -1 |
| 51 | Cc1ccc(C(=O)NC2CCCc3c2cnn3-c2ccc(F)cc2F)cn1 (configuration not stated) | 0 | -12 | -8 |
| 52 | COc1ccc(Cc2c(O)nc[nH]c2=O)cc1 | 2 | 1 | -4 |
